Screening results: PubChem, The Scripps Research Institute Molecular Screening Center
PLCg1 inh = inhibitors of human phospholipase C gamma1; purified PLC-gamma1, fluorogenic substrate, fluorescence; P19174; inhibition, % at 12.2 µM; AID 720700; 370,000 tested, 0.84% active; in the data active means inhibition above about 9.5%
TDP2 absorb = TDP2 (human) inhibition, absorbance primary screen; 370,000 tested, 0.34% active; O95551; recombinant TDP2, T5PNP hydrolysis, p-nitrophenol absorbance 415 nm; inhibition, % at 12.8 µM;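 active means inhibition above the mean of all tested compounds plus 3 SD, set per campaign, cut at about 25% in these data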;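 further: 0% = DMSO with enzyme and 100% = buffer with substrate but no TDP2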
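Read-out basis: percent inhibition. System: recombinant human TDP2. Buffer or medium: Mg2+-containing Tris-HCl buffer, pH 7.5. Repeats: single replicate. Timing: reaction 2 h, 37 °C. Benchmarks: high control without enzyme, low control DMSO plus TDP2. Probe or stimulus: 5 mM T5PNP. Doses: 12.8 µM only. Measured by: epi absorbance of p-nitrophenol freed from T5PNP by hydrolysis.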
ARFGAP1 inhibitor = inhibitors of rat ARFGAP1; 360,000 tested, 0.26% active; Arfgap1-stimulated ARF1 GTP hydrolysis, GDP FP detection; inhibition, % at 16.5 µM; Q62848;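 active means inhibition above a per-plate limit, mean inhibition of low control wells plus 3 SD, cut at about 25% in these data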;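 further: 0% = DMSO wells with enzyme and 100% = wells lacking Arfgap1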
Target sequence (Q62848 1-136 limits assumed): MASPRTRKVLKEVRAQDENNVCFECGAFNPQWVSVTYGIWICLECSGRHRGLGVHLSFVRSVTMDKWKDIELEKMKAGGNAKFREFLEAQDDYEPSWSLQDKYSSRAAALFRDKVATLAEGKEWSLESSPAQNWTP
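System: truncated rat Arfgap1 GAP domain / Medium: HEPES-based buffer, pH 7.5 / Also added: N-terminally truncated human ARF1-GTP substrate / Incubation: enzyme reaction 120 min at 25 °C after 20 min preincubation / Measured by: FP of antibody-bound GDP Alexa 633 tracer, ex 620/em 688 nm / Replicates: singlicate, each compound tested once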
ADAM10 inh = inhibits human ADAM10. O14672. recombinant ADAM10, EDANS/DABCYL FRET peptide cleavage, 3 h. inhibition, % at 7 µM. 370,000 tested, 0.62% active. AID 720582;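 active means inhibition above a per-campaign cutoff equal to the mean of compounds falling between control-based bounds plus 3 SD, cut at about 20% in these data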;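 further: 0% = DMSO wells while the 100% control is not disclosed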
Target sequence (O14672 214-748 limits assumed): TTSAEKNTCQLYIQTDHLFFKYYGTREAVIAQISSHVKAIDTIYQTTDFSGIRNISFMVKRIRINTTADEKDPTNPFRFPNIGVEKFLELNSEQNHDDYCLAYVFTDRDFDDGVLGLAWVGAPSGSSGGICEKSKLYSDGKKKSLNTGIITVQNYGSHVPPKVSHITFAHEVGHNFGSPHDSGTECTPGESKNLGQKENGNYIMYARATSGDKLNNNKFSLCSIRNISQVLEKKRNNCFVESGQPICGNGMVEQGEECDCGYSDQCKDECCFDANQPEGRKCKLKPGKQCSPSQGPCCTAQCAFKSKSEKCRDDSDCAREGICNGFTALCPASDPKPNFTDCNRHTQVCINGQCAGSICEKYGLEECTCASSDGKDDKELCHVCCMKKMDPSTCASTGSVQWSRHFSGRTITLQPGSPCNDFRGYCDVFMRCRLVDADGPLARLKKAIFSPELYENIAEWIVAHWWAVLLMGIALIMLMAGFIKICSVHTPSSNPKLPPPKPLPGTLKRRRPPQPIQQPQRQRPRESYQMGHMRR
DDE Tn7 FP inh = DD(E)-Tn7 binding inhibition, primary FP screen; P02675; FP displacement of FITC-Tn7 peptide from fibrin DD(E); 0% = median of compound wells per plate; inhibition, % at 8.3 µM; 370,000 tested, 0.13% active;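 active means inhibition above the mean of compounds falling within the control limits plus 3 SD of them, cut at about 14% in these data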;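 further: 0% = plate median of compound wells and 100% = 10 µM Aha-Tn7 peptide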
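Test system: human clot-derived fibrin DD(E) complex / Quantity: 2 µM final DD(E) protein / Incubation: 10 min plus 3 h, room temperature / Measured by: fluorescence polarization / Benchmarks: high control of 10 µM Aha-Tn7 peptide / Replicates: singlicate testing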
ADAM17 inh = ADAM17 inhibition, QFRET primary screen. P78536. recombinant ADAM17, EDANS/DABCYL FRET peptide cleavage. inhibition, % at 6.95 µM. 370,000 tested, 0.83% active. AID 720648;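 active means inhibition above the mean of compounds lying between control limits plus 3 SD, set per campaign, cut at about 8.5% in these data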;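 further: 0% = DMSO-only wells as the low control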
LEDGF integ inh = blocks HIV-1 LEDGF/p75-dependent DNA integration; TR-FRET IN-LEDGF/p75 DNA integration, Eu/Cy5; inhibition, % at 3.7 µM; 370,000 tested, 0.64% active;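 active means inhibition above the screen-wide mean plus 3 SD, cut at about 13% in these data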;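 further: signal is the Cy5 over europium emission ratio at 671 and 618 nm; 0% = plate median of compound wells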
ASAP1 GAP inh = blocks human ASAP1-stimulated Arf1 GTP hydrolysis | Q9ULH1 | GDP FP detection | inhibition, % at 16.5 µM | 360,000 tested, 0.19% active | AID 624377; in the data active means inhibition above about 25%;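 further: 0% = vehicle with enzyme and substrate and 100% = no enzyme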
DDE Tn6 FP inh = inhibitors of Tn6 peptide binding to human fibrin DD(E) | P02675 | Fibrin DD(E) TRITC-Tn6 fluorescence polarization displacement | inhibition, % at 8.3 µM | 370,000 tested, 0.21% active | AID 720509;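 active means inhibition above a per-campaign cutoff: mean of compounds within control limits plus 3 SD, cut at about 15% in these data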;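 further: 0% = median of all compound wells on the plate and 100% = blocking peptide control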
KLK7 zymogen act = activates the human kallikrein-7 zymogen; 370,000 tested, 0.9% active; purified proKLK7, EDANS-DABCYL substrate fluorescence; 100% is mature enzyme control, 0% vehicle; P49862; activation, % at 7 µM;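 active means activation above the mean of all tested compounds plus 3 SD, computed per campaign excluding outliers beyond control limits, cut at about 13% in these data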
Target sequence (P49862 whole entry, looked up): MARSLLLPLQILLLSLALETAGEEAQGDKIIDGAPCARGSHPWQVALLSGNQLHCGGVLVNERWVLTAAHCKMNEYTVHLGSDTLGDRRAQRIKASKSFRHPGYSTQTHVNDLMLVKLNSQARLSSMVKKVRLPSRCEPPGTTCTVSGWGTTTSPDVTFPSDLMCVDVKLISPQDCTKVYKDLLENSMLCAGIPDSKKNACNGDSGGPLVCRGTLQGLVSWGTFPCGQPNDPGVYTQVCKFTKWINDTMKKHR
Active calls of the source: *; . = no result given.

SMILES	PLCg1 inh	TDP2 absorb	ARFGAP1 inhibitor	ADAM10 inh	DDE Tn7 FP inh	ADAM17 inh	LEDGF integ inh	ASAP1 GAP inh	DDE Tn6 FP inh	KLK7 zymogen act
CC(=O)Nc1ccc(S(=O)(=O)NCCC(=O)N2CCN(C(c3ccccc3)c3ccccc3)CC2)cc1	0	-6	-1	7	5	2	-2	7	6	-0.1
O=C(Cn1cc(C(F)(F)F)ccc1=O)Nc1ccc(N2CCOCC2)cc1	-2	11	-2	3	5	-3	-1	5	5	-0.1
Cc1cc(C(=O)COC(=O)CNC(=O)c2ccc(Cl)c(Cl)c2)c(C)n1Cc1ccco1	-1	6	3	0	6	-1	-3	4	1	0.1
CC(C)(CNC(=O)Cc1ccc(NS(=O)(=O)c2cccc(C(F)(F)F)c2)cc1)N1CCOCC1	0	9	3	-9	-3	-2	0	0	0	0.4
COc1ccccc1NC(=O)C(=O)NNC(=O)c1ccco1	1	-11	-5	5	-2	3	-1	0	-6	0.4
COC(=O)C1CN(C(=O)C(C)Oc2cc(C)ccc2C(C)C)c2ccccc2O1 (stereo not drawn)	2	-3	-8	7	-5	4	-1	-9	2	-0.3
COc1ccc(C)cc1S(=O)(=O)NC1CCCC1	0	-5	3	-6	10	-5	1	-8	7	1.0
CS(=O)(=O)NCCNc1cc(Cl)ccc1[N+](=O)[O-]	-1	-4	11	-1	7	-2	-7	-16	4	0.0
COc1ccccc1NC(=O)NNC(=O)C(C)Oc1ccc2ccccc2c1 (stereo not drawn)	-2	6	-10	4	-1	1	1	19	6	0.2
CC(C)N(Cc1cn(C)nc1-c1cccc(Cl)c1)Cc1nccn1C	7	-22	13	12	-11	7	4	14	2	-0.1
Cc1ccc(OCCCCN(C)Cc2ccccc2)c(Br)c1	0	7	-14	5	6	0	-1	-3	-9	0.1
CCOC(=O)c1nn(-c2ccc(C)cc2)c(=O)c2c(N)scc12	-124	6	-1	-9	7	0	-3	-16	12	1.0
O=C(N/N=C1\CCCc2ccccc21)c1cccc([N+](=O)[O-])c1	1	5	-10	-7	-5	-4	-1	-1	2	-0.5
COc1ccc(C=Cc2ccc3ccccc3n2)c(OC)c1	-416	-14	-3	-124	27*	-38	7	6	8	-3.0
CC1Cc2ccccc2N1c1nc(C2CC2)nc2c1nnn2Cc1ccccc1 (stereo not drawn)	-9	-2	-2	-8	7	-5	-1	1	1	0.0
CCn1c(COc2ccccc2)nnc1SCC(=O)Nc1cc(OC)ccc1OC	-3	-5	3	-7	3	-2	5	-11	5	0.3
Cn1ncc2c(Nc3ccc4ccccc4c3)ncnc21	-82	-5	8	-4	-2	-3	3	-8	-7	-0.2
O=C(COC(=O)C1CCN(S(=O)(=O)c2ccccc2)CC1)NC(=O)c1ccc(OC(F)F)cc1	-2	5	13	-10	-4	2	8	8	4	-0.6
COc1ccc(NC(C)=O)cc1S(=O)(=O)Nc1ccc(C(=O)N2CCCC2)cc1	1	16	6	0	-6	-1	-1	5	0	-0.4
Cc1ccc(S(=O)(=O)N2CCN(c3ccnc4cc(Cl)ccc34)CC2)cc1	-5	-4	-6	6	-2	5	3	-6	-9	-2.0
CCOCCOc1nc(C)cc(C)c1S(=O)(=O)c1ccccc1C	2	3	5	-7	-6	-1	-3	9	6	-0.3
COC(=O)c1cc2c(c3c4ccccc4n(S(C)(=O)=O)c13)C(=O)N(Cc1ccccc1)C2	-14	-1	7	-14	1	-4	-3	10	-7	-1.8
CCOc1ccc(C(=O)COC(=O)c2nn(CC)c(=O)c3ccccc23)cc1	-5	11	22	-7	-3	-1	0	17	-6	0.0
COCCCNC(=O)C[C@H]1C[C@@]2(C(=O)OC)C(=C[C@H](C(C)(C)C)O[C@@H]2C)N(Cc2cccc3ccccc23)C1=O	3	6	.	13	10	4	0	.	10	0.1
CC1Sc2ccccc2N(Cc2ccccc2)C1=O (stereo not drawn)	1	6	-6	1	-6	0	-1	2	-1	0.4
COc1ccc(SSc2ccc(OC)cc2C(=O)O)c(C(=O)O)c1	-5	11	0	-8	1	-6	-13	-8	1	-0.6
O=C(CNC(=O)c1ccccc1)OCc1nnc(-c2ccccc2)o1	-1	0	10	-7	0	1	2	3	-1	0.3
O=C(c1cnn(C(=O)c2ccco2)c1)c1cc(F)ccc1O	-1	9	-5	0	-1	-6	-2	-1	-2	1.5
O=C(O)COc1ccccc1/C=N/NC(=O)c1cc(-c2ccccc2)nc2ccccc12	-14	1	-1	-6	7	-3	-5	-11	2	-0.3
O=C(NCc1ccccc1)C1=C[C@@H](c2ccc(C(F)(F)F)cc2)C[C@@H](OCc2ccc(CO)cc2)O1	0	-5	-6	16	-6	11*	1	7	-1	0.3
Cc1cccc(NC(=O)CCC2CCN(Cc3nccs3)CC2)c1	3	16	9	0	-9	-3	3	-4	-1	0.0
CCN(CC)C(=O)Cn1cc(C(=O)C(=O)N2CCN(c3ccc(OC)cc3)CC2)c2ccccc21	2	-3	-3	0	-5	7	-4	9	8	0.1
O=C(CSc1nnc2c(Cl)cc(Cl)cn12)NC1CCS(=O)(=O)C1 (stereo not drawn)	-1	-10	6	-7	-6	-3	-3	15	4	-0.4
COc1ccccc1CNC(=O)C1CCN(S(=O)(=O)c2cccc3cccnc23)CC1	-3	0	13	-9	-8	-3	-2	-4	2	-0.1
Cc1c(NC(=O)c2cccc(NC(=O)Cc3ccc(F)cc3)c2)c(=O)n(-c2ccccc2)n1C	5	-2	7	-16	3	0	19*	9	-3	0.4
COCCCNC(=S)Nc1ccc2nc(N3CCOCC3)cc(C)c2c1	-89	1	-5	-476	-1	-163	-2	7	5	5.9
CNC(=O)Nc1ccccc1NC(=O)NC	1	-13	6	-8	1	-3	-5	-9	-4	0.4
CC1Cc2nc(SCC(=O)N3CCOCC3)n(-c3ccccc3)c(=O)c2S1 (stereo not drawn)	-1	0	-12	-2	1	0	1	5	7	0.6
CC(=O)Cc1nsc(NC(=O)c2ccccc2Cl)n1	1	4	10	7	9	0	9	5	-3	0.0
CC1CCC(NC(=O)c2ccc(NS(=O)(=O)c3ccc4[nH]c(=O)[nH]c4c3)cc2)CC1 (stereo not drawn)	3	-2	2	-10	1	-2	0	6	3	-0.3

13 of these compounds, reformatted.
Order of values: PLCg1 inh, TDP2 absorb, ARFGAP1 inhibitor, ADAM10 inh, DDE Tn7 FP inh, ADAM17 inh, LEDGF integ inh, ASAP1 GAP inh, DDE Tn6 FP inh, KLK7 zymogen act
- COCCCNC(=O)C[C@H]1C[C@@]2(C(=O)OC)C(=C[C@H](C(C)(C)C)O[C@@H]2C)N(Cc2cccc3ccccc23)C1=O
→ 3, 6, ., 13, 10, 4, 0, ., 10, 0.1
- CC1Sc2ccccc2N(Cc2ccccc2)C1=O (stereo not drawn)
→ 1, 6, -6, 1, -6, 0, -1, 2, -1, 0.4
- COc1ccc(SSc2ccc(OC)cc2C(=O)O)c(C(=O)O)c1
→ -5, 11, 0, -8, 1, -6, -13, -8, 1, -0.6
- O=C(CNC(=O)c1ccccc1)OCc1nnc(-c2ccccc2)o1
→ -1, 0, 10, -7, 0, 1, 2, 3, -1, 0.3
- O=C(c1cnn(C(=O)c2ccco2)c1)c1cc(F)ccc1O
→ -1, 9, -5, 0, -1, -6, -2, -1, -2, 1.5
- O=C(O)COc1ccccc1/C=N/NC(=O)c1cc(-c2ccccc2)nc2ccccc12
→ -14, 1, -1, -6, 7, -3, -5, -11, 2, -0.3
- O=C(NCc1ccccc1)C1=C[C@@H](c2ccc(C(F)(F)F)cc2)C[C@@H](OCc2ccc(CO)cc2)O1
→ 0, -5, -6, 16, -6, 11*, 1, 7, -1, 0.3
- Cc1cccc(NC(=O)CCC2CCN(Cc3nccs3)CC2)c1
→ 3, 16, 9, 0, -9, -3, 3, -4, -1, 0.0
- CCN(CC)C(=O)Cn1cc(C(=O)C(=O)N2CCN(c3ccc(OC)cc3)CC2)c2ccccc21
→ 2, -3, -3, 0, -5, 7, -4, 9, 8, 0.1
- O=C(CSc1nnc2c(Cl)cc(Cl)cn12)NC1CCS(=O)(=O)C1 (stereo not drawn)
→ -1, -10, 6, -7, -6, -3, -3, 15, 4, -0.4
- COc1ccccc1CNC(=O)C1CCN(S(=O)(=O)c2cccc3cccnc23)CC1
→ -3, 0, 13, -9, -8, -3, -2, -4, 2, -0.1
- Cc1c(NC(=O)c2cccc(NC(=O)Cc3ccc(F)cc3)c2)c(=O)n(-c2ccccc2)n1C
→ 5, -2, 7, -16, 3, 0, 19*, 9, -3, 0.4
- COCCCNC(=S)Nc1ccc2nc(N3CCOCC3)cc(C)c2c1
→ -89, 1, -5, -476, -1, -163, -2, 7, 5, 5.9

More structures
SMILES	PLCg1 inh	TDP2 absorb	ARFGAP1 inhibitor	ADAM10 inh	DDE Tn7 FP inh	ADAM17 inh	LEDGF integ inh	ASAP1 GAP inh	DDE Tn6 FP inh	KLK7 zymogen act
CN(C(=O)c1cccn(Cc2ccccc2)c1=O)c1ccccc1	-1	-4	-2	-1	-9	0	6	-2	1	-0.9
CC(C)C(C)(C#N)NC(=O)COC(=O)C1CCN(S(=O)(=O)c2ccc3c(c2)OCCO3)CC1 (stereo not drawn)	3	0	-8	-9	7	2	2	-13	-2	0.0
Cc1[nH]nc(C(F)(F)F)c1CCC(=O)NC1CCCCCC1	-7	2	-11	-10	-3	-4	-1	-6	-3	0.3
O=C(CN1CCCC1c1cccs1)Nc1cc(S(=O)(=O)N2CCCC2)ccc1Cl (stereo not drawn)	1	-10	3	0	-10	-2	1	5	6	0.0
Cc1c(C(=O)Nc2cccnc2)oc2ccc(Br)cc12	0	2	6	-2	0	1	-5	7	4	0.6
O=C(Nc1nnc(C(F)(F)F)s1)C1COc2ccccc2O1 (stereo not drawn)	-1	-5	-4	-3	-4	-5	5	4	-3	1.0
Cc1ccc(-c2nnc(CN3CCN(C)CC3)o2)cc1	0	1	-2	-9	2	-6	-6	-4	1	-0.3
COc1ccccc1N(C(C)=O)C1=C(Cl)C(=O)c2ccccc2C1=O	-51	23	-7	-6	5	3	2	5	-6	0.1
CC1C(=O)N(Cc2cn(CC3CCCCC3)nn2)CCS(=O)(=O)N1Cc1ccc(-c2cccc(CO)c2)cc1 (stereo not drawn)	-2	-4	-4	3	10	5	-3	8	12	0.3
